# Source: PubChem BioAssay (Johns Hopkins Ion Channel Center)
# ANO1 block – TMEM16A chloride channel inhibitors, primary screen, cell-based, HTS. Anoctamin-1 (Mus musculus), Q8BHY3. HEK293 TMEM16A/YFP iodide influx fluorescence, ionomycin. normalized B-score (activity score, 25-100; higher = stronger inhibition) at 10 µM. actives 1.2% (n = 310,000). AID 588511, 2011;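 active = ratio plate-corrected score three or more library SD toward inhibition, starting fluorescence score within five deviations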;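 also: score derived from kinetic fluorescence span divided by baseline fluorescence per well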
# TMEM16A act – TMEM16A chloride channel activators or potentiators, primary screen, cell-based, HTS | HEK293 TMEM16A/YFP-H148Q/I152L, iodide quench fluorescence; active compounds read low | Anoctamin-1 (Mus musculus), Q8BHY3 | B-score at 10 µM | actives 0.3% (n = 340,000) | AID 623877, 2012;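 active = fluorescence-ratio B-score plate-corrected deviation score at least 3 library SD below zero, with starting fluorescence score within 5 deviations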;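 also: channel opened by trigger with iodide after compound preincubation; score built on the fluorescence ratio of max minus min over baseline; more negative score means more quench and so TMEM16A activation or potentiation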
# hERG rescue – hERG rescue from dofetilide block, primary screen, cell-based, CHO-hERG, FluxOR thallium flux, dofetilide IC70. Voltage-gated inwardly rectifying potassium channel KCNH2 (Homo sapiens), Q12809. dofetilide IC70 present. activation (rescue from dofetilide block), less the hit threshold, % at 10 µM. actives 0.51% (n = 310,000). AID 1511, 2009;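 active = activation above the mean of controls blocked by dofetilide plus 5 SD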;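 also: thallium influx through hERG after potassium depolarization seen as dye fluorescence rise; in these data hits start at about 4.7%; inactives centre near -7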
# RGS4 act – RGS4 potentiators or activators, primary screen, cell-based, HEK293 M3R inducible RGS4, calcium flux; carbachol calcium flux Fluo4; active compounds read low; B-score at 10 µM; actives 0.92% (n = 310,000);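 active = B-score of the integrated calcium signal more than 4 SD below the library mean, with starting fluorescence not abnormally high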;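 also: negative B-score means reduced calcium response which marks RGS4 activation or potentiation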
#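 Assay system: HEK293 FlpIn-TREx cells, stable M3R, doxycycline-inducible RGS4 / Probe or stimulus: carbachol, ECmax concentration / Times: overnight RGS4 induction, 30 min dye load 37 °C, 20 min compound RT / Signal: kinetic calcium fluorescence imaging with Fluo4-AM dye, 2 µM / Measure: Agonist-evoked peak-minus-minimum fluorescence over baseline, integrated ratio, B score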
# KCNQ1 block – inhibitors of human KCNQ1 channel, primary screen, cell-based, thallium flux, high-throughput. Potassium voltage-gated channel subfamily KQT member 1 (Homo sapiens), P51787. CHO-K1 KCNQ1, FluxOR thallium flux fluorescence; active compounds read high. B-score at 10 µM. actives 1.3% (n = 310,000);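 active = compounds whose thallium flux B-score, printed positive for inhibition, exceeds three library SD while starting fluorescence stays within three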;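 also: channel opened by potassium depolarization with thallium stimulus after 20 min compound exposure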
# Target sequence (P51787 whole entry, looked up): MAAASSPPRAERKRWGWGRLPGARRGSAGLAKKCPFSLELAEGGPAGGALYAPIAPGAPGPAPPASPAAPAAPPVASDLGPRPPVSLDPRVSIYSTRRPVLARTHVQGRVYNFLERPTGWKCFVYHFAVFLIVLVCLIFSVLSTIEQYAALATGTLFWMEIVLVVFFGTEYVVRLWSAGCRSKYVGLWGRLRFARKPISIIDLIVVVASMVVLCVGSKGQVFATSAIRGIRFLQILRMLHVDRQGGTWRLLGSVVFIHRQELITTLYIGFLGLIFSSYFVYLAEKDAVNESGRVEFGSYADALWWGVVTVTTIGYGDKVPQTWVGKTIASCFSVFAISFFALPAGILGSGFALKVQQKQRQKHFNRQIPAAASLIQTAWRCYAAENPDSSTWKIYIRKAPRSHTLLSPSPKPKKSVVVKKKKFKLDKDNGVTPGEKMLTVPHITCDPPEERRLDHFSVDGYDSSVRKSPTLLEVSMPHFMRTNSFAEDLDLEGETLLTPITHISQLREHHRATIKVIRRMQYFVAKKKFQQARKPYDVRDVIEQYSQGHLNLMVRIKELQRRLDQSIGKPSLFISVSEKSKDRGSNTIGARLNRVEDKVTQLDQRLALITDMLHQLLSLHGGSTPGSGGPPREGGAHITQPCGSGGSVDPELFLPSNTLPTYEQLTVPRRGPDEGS
# MrgX1 PAM – positive allosteric modulators of MrgX1, primary screen, HEK293 cells, Fluo-4 calcium flux. Mas-related G-protein coupled receptor member X1 (Homo sapiens), Q96LB2. FDSS; active compounds read high. B-score at 10 µM. actives 0.63% (n = 310,000);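 active = plate-corrected calcium response at least 3 library SD above typical, normal starting fluorescence, not activating the receptor alone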;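 also: compound read alongside a low EC10 to EC30 dose of BAM8-22 agonist; peak minus trough fluorescence over baseline measured at the second addition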
# KCNK3 inh – human KCNK3 channel inhibitors, primary screen, CHO cells, FluxOR thallium flux, B-score; Potassium channel subfamily K member 3 (Homo sapiens), O14649; FluxOR fluorescence; active compounds read low; B-score at 10 µM; actives 0.84% (n = 340,000);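 active = B-score under library mean minus 4 SD, starting fluorescence ratio at most library mean plus 5 SD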;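 also: more negative B-score means stronger inhibition of thallium flux through KCNK3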
# KCNK9 inh – KCNK9 potassium channel inhibitors, primary screen, HEK293 cells, thallium flux; Potassium channel subfamily K member 9 (Homo sapiens), Q9NPC2; FluxOR thallium flux fluorescence; active compounds read low; B-score at 10 µM; actives 1.2% (n = 310,000); AID 488922, 2010;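 active = ratio B-score over 3 SD below the library mean, with starting fluorescence within 5 SD of its mean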;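 also: negative B-score means less thallium flux so channel inhibition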
# MrgX1 ag – agonists of human MrgX1 receptor, primary screen, HEK293 cells, Fluo-4 calcium flux; Fluo-4 calcium fluorescence, agonist mode; active compounds read high; actives 0.44% (n = 310,000); AID 588627, 2011; B-score at 10 µM; Mas-related G-protein coupled receptor member X1 (Homo sapiens), Q96LB2;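 active = calcium response B-score plate-corrected fluorescence ratio at least 3 library SD, with starting fluorescence B-score inside 5 SD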
#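 Test system: HEK293 cells stably expressing human MrgX1 receptor; amount: 15,000 cells per well; doses: compound delivered in addition one of three; times: overnight plating before 1 h dye loading; detection: Fluo-4 NW calcium-flux fluorescence, kinetic read; read-out basis: B-scored fluorescence response ratio; controls: positive and negative controls per plate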
# RGS4 inh – RGS4 inhibitors, primary screen, cell-based, HEK293 M3R inducible RGS4, calcium flux; B-score at 10 µM; Regulator of G-protein signaling 4 (Homo sapiens), P49798; Fluo-4 calcium flux; active compounds read high; triggered by carbachol at its EC20; AID 463165, 2010; actives 0.45% (n = 310,000);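 active = B-score, a plate-corrected calcium signal, over three deviations above library mean, with baseline fluorescence within five deviations of library mean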;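 also: RGS4 expression induced by doxycycline in cells with stable M3 receptor; B-score is computed from the integrated fluorescence ratio over baseline after carbachol; higher B-score means a larger calcium signal and so more RGS4 inhibition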
# Target sequence (P49798 whole entry, looked up): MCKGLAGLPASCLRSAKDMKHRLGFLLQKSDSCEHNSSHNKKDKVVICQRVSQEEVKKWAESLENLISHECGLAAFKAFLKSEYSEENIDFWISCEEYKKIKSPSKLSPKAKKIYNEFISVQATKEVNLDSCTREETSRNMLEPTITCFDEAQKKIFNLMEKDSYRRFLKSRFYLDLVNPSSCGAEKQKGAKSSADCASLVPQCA
# KCNQ1 act – potentiators or activators of KCNQ1 channel, primary screen, cell-based, thallium flux, high-throughput. CHO-K1 KCNQ1, thallium flux FluxOR fluorescence; active compounds read high. B-score at 10 µM. Potassium voltage-gated channel subfamily KQT member 1 (Homo sapiens), P51787. actives 0.35% (n = 310,000);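 active = fluorescence ratio B-score, a plate-corrected score, at least three library SD, with initial intensity B-score within 5 SD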
#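 System: CHO-K1 cells stably expressing KCNQ1 / Medium: assay buffer for compound exposure, DMSO matched across wells / Reagent: thallium- and potassium-containing depolarizing buffer / Compound: one concentration, matched DMSO / Incubation: 20 min compound pretreatment at room temperature / Measured by: kinetic FluxOR fluorescence, 10 s baseline plus 110 s post-stimulus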
# An asterisk follows results filed as active; i = inactive; / = not tested or not shown.
SMILES,ANO1 block,TMEM16A act,hERG rescue,RGS4 act,KCNQ1 block,MrgX1 PAM,KCNK3 inh,KCNK9 inh,MrgX1 ag,RGS4 inh,KCNQ1 act
O=[N+]([O-])c1ccc(-c2ccc(C=Nc3cccc4ccccc34)o2)cc1,i,i,-4,i,i,i,i,i,i,i,i
Cc1ccc(C(NC(=O)N2CCOCC2)=C(Cl)Cl)cc1F,i,i,-10,i,i,i,i,i,i,i,i
CCc1nc2ccc(C)cc2c(C(=O)Oc2cccc3cccnc23)c1C,i,i,-13,i,i,i,i,i,i,i,i
O=C1C2C3C=CC(c4ccccc4)(C2C(=O)N1c1cccc(Cl)c1)C1C(=O)N(c2cccc(Cl)c2)C(=O)C31 (stereo not drawn),i,i,-5,i,i,i,i,i,i,i,i
CCN(C(=O)c1cc2cc(OC)ccc2oc1=O)c1cccc(C)c1,i,i,-1,i,i,i,i,i,i,i,i
CCOC(=O)c1c(-c2ccccc2)oc2ccc(OCC(=O)NNC(=O)CCCC(=O)O)cc12,i,i,-4,i,i,i,i,i,i,i,i
Cc1ccc(S(=O)(=O)/N=C(\CN2CCOCC2)N2CCCC2)cc1,i,i,-4,i,i,i,i,i,i,i,i
Cc1cccc2c(C(=O)N3CCN(C(=O)c4ccco4)CC3)cc(-c3cccc(Br)c3)nc12,100*,i,-12,i,i,i,i,i,i,i,i
CCC1Oc2ccc(C)cc2N(CC(=O)N(Cc2ccc(C)o2)C2CCCC2)C1=O (stereo not drawn),i,i,-18,i,i,i,i,i,i,i,i
O=[N+]([O-])c1cc(C(F)(F)F)ccc1-n1nnc2ccccc21,i,i,-5,i,i,i,i,i,i,i,i
COc1ccc(CN(Cc2ccc(OC)cc2)S(=O)(=O)c2ccc(-n3cnnn3)c(C)c2)cc1,i,i,0,i,i,i,i,i,i,i,i
Cc1ccc2c(c1)Cc1nc3ccccc3nc1-2,i,i,-22,i,i,i,i,i,i,i,i

# Entries above with a nitro group on carbon (2):
SMILES,ANO1 block,TMEM16A act,hERG rescue,RGS4 act,KCNQ1 block,MrgX1 PAM,KCNK3 inh,KCNK9 inh,MrgX1 ag,RGS4 inh,KCNQ1 act
O=[N+]([O-])c1ccc(-c2ccc(C=Nc3cccc4ccccc34)o2)cc1,i,i,-4,i,i,i,i,i,i,i,i
O=[N+]([O-])c1cc(C(F)(F)F)ccc1-n1nnc2ccccc21,i,i,-5,i,i,i,i,i,i,i,i

# Going on with the list:
SMILES,ANO1 block,TMEM16A act,hERG rescue,RGS4 act,KCNQ1 block,MrgX1 PAM,KCNK3 inh,KCNK9 inh,MrgX1 ag,RGS4 inh,KCNQ1 act
CCS(=O)(=O)NCCc1csc(-c2ccccc2)n1,i,i,-1,i,i,i,i,i,i,i,i
O=C(NC(=S)Nc1cccc([N+](=O)[O-])c1)c1ccco1,i,i,0,i,i,i,i,i,i,i,i
CC(C)CN1C(=S)SC(C)(C)C1n1oc(=O)n(-c2ccc(Cl)cc2)c1=O (stereo not drawn),100*,i,-10,-11*,15*,i,-11*,i,i,i,i
CN1CCN(C(=S)Nc2ccc(S(N)(=O)=O)cc2)CC1,i,i,-10,i,i,i,i,i,i,i,i
COc1ccc(CC(=O)NCc2nnc(SCC(=O)Nc3nccs3)n2C)cc1,i,i,-15,i,i,i,i,i,i,i,i
Cc1ccc(S(=O)(=O)c2c[nH]c3ccc(C)cc3c2=O)cc1,i,i,-9,i,i,i,i,i,i,i,i
CCN(CC(=O)Nc1sc2c(c1C#N)CCCC2)Cc1nc2ccccc2c(=O)[nH]1,i,i,-17,i,i,i,i,i,i,i,i
Cc1ccc(NC(=O)CN(C)S(=O)(=O)c2cccs2)c(Br)c1,i,i,-15,i,i,i,i,i,i,i,i
Cc1ccc(-c2csc(NC(=O)COC(=O)c3cccc(S(=O)(=O)N4CCOCC4)c3)n2)cc1,i,/,-10,i,i,i,/,i,i,i,i
O=C(CCCCn1c(=O)c2ccccc2n(CC(=O)NC2CCCC2)c1=O)NC1CCCC1,i,i,-6,i,i,i,i,i,i,i,i
Cc1ccc2c(c1)sc1nc(=O)n(-c3ccccc3)c(=O)n12,i,i,-12,i,i,i,i,i,i,i,i
CSc1c(CN2CCN(C)CC2)c2ccccc2n1C,i,i,-8,i,i,i,i,i,i,i,i
CC1(C)CC(=O)c2c(O)cc(OCC(=O)Nc3ccc(S(N)(=O)=O)cc3)cc2O1,i,i,-5,i,i,i,i,i,i,i,i
Cc1ccc(S(=O)(=O)c2cc3c(=O)n4ccccc4nc3n(C3CCCCC3)c2=N)cc1,i,i,-10,i,i,i,i,i,i,i,i
CC(=O)Oc1cccc(/C=C2\C=C(c3ccc(C)cc3)OC2=O)c1,i,i,-17,i,i,i,i,i,i,i,i
CN1CCC(N(C)CC(=O)Nc2ccc3c(c2)OC(F)(F)O3)CC1,i,i,-7,-7.4*,i,i,i,i,i,i,i
CCCn1nnnc1SCC(=O)N1C(C)CCCC1C (stereo not drawn),i,i,-6,i,i,i,i,i,i,i,i
CC(C)c1cc(=O)n2[nH]c(SCc3ccccc3)nc2n1,i,i,-4,i,i,i,i,i,i,i,i
CCOc1ccc2ccccc2c1C(=O)N[C@@H]1C(=O)N2[C@@H]1SC(C)(C)[C@@H]2C(=O)O,i,i,-8,i,i,i,i,i,i,i,i
COc1ccc(N2C(=O)C3C(C2=O)C(C(=O)c2ccccc2)N2CCCC32)cc1 (stereo not drawn),i,i,-14,i,i,i,i,i,i,i,i
COc1ccc(C(=O)NC2CCCc3ccccc32)cc1[N+](=O)[O-] (stereo not drawn),i,i,-3,i,i,i,i,i,i,i,i
CN(C)S(=O)(=O)c1cccc(NC(=O)Cc2ccc(Cl)cc2)c1,i,i,-1,i,i,i,i,i,i,i,i
COc1ccc(CNC(=O)CCS(=O)(=O)c2ccc3c(c2)NC(=O)CS3)cc1,i,i,-11,i,i,i,i,i,i,i,i
Clc1cc2nc3ccccn3c2cc1Cl,i,i,-12,i,i,i,i,i,i,i,i
CCC(C)NC(=O)c1cnn2c1NC(c1cccs1)CC2C(F)(F)F (stereo not drawn),i,i,-6,i,i,i,i,i,i,i,i
CCCNc1cc(=O)n(C)c(=O)n1C,i,i,-5,i,i,i,i,i,i,i,i
CC1=CC(C)(C)NC(=S)N1c1ccc(C)c(C)c1,i,i,4,i,i,i,i,i,i,i,i
COc1ccc(NC(=O)c2ccccc2)cc1NS(=O)(=O)c1ccc(F)cc1,i,i,-4,i,i,i,i,i,i,i,i
COc1ccc(C)cc1NC(=O)CNC(=O)c1sc2ccccc2c1Cl,i,i,-9,i,i,i,i,i,i,i,i
Cc1cc(C)nc(SCc2ccccc2C#N)n1,i,i,-1,i,i,i,i,i,i,i,i
CC(=O)Nc1ccc(S(=O)(=O)N2CCN=C2c2ccccc2)cc1,i,i,-8,i,i,i,i,i,i,i,i
COc1cccc(C=Nc2ccccc2C#N)c1O,i,i,-5,i,i,i,i,i,i,i,i
Cc1cc(Nc2ccc(Br)cc2)n2nc(C)nc2n1,i,i,-7,i,i,i,i,i,i,i,i
Cc1cccnc1NC(=O)C(C)Oc1ccccc1 (stereo not drawn),i,i,-4,i,i,i,i,i,i,i,i
O=C(O)COc1ccccc1/C=N/NC(=O)Cc1ccccc1,i,i,-1,i,i,i,i,i,i,i,i
c1ccc(CSc2nnc(-c3c[nH]c4ccccc34)o2)cc1,i,i,-5,i,i,i,i,i,i,i,i
COc1ccccc1OCC(=O)NNc1c2ccccc2nc2ccccc12,25*,i,-4,i,i,i,i,i,i,i,i
COc1cc(OC)cc(C(=O)OCC(=O)Nc2sccc2C(N)=O)c1,i,i,-10,i,i,i,i,i,i,i,i
Cc1ccc(-n2c(C)cc(/C=C(\C#N)C(=O)NCC3CCCO3)c2C)cc1 (stereo not drawn),i,i,-16,i,i,i,i,i,i,i,i
O=C(COc1ccc(Cl)cc1)Nc1nnc(-c2ccco2)o1,i,i,-3,i,i,i,i,i,i,i,i
C=CCc1ccccc1OCC(O)CNC1CCCC1 (stereo not drawn),i,i,-6,i,i,i,i,i,i,i,i
CC(=O)OCC1OC(OC(C)=O)C(NC(=O)Cc2ccccc2)C(OC(C)=O)C1OC(C)=O (stereo not drawn),i,i,-4,i,i,i,i,i,i,i,i
Cc1ccc(C(=O)N/N=C/c2ccc([N+](=O)[O-])s2)cc1,i,i,-6,i,i,i,i,i,i,i,i
Nc1ccc(SC(F)(F)F)cc1,i,i,0,i,i,i,i,i,i,i,i
O=C(CN1C(=O)C2C3c4ccccc4C(c4ccccc43)C2C1=O)Nc1cccc(C(=O)O)c1 (stereo not drawn),i,i,-7,i,i,i,i,i,i,i,i
O=C(NCc1ccco1)c1ccc(CN2CCOCC2)cc1,i,i,-11,i,i,i,i,i,i,i,i
Cc1ccccc1Nc1nnc(SCC2CCCCO2)s1 (stereo not drawn),i,i,-6,i,i,i,i,-8.8*,i,i,i
O=c1ccc(Br)c[nH]1,i,i,-16,i,i,i,i,i,i,i,i
